Screening data: PubChem BioAssay, several laboratories
DYRK1A inh = Dyrk1A (rat) kinase inhibition | Q63470 | ADP-Glo luminescence, NFATc1 peptide | inhibition, % at 12.5 µM | actives 0.43% (n = 310,000); in the data active means inhibition above about 50%;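 further: plate controls were vehicle with enzyme for no effect and no enzyme for full effect; many of its hits are not listed in these tables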
KCNK3 inh = human KCNK3 channel inhibition, primary screen; CHO-KCNK3 thallium flux, FluxOR fluorescence; hits give low values; B-score at 10 µM; actives 0.84% (n = 340,000); AID 602410;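 active means B-score under library mean minus 4 SD, starting fluorescence ratio at most library mean plus 5 SD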;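 further: more negative B-score means stronger inhibition of thallium flux through KCNK3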
RGS4 act = potentiators or activators of RGS4. AID 463111. HEK293 M3R/inducible RGS4, carbachol calcium flux Fluo4; hits give low values. B-score at 10 µM. actives 0.92% (n = 310,000);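 active means B-score of the integrated calcium signal more than 4 SD below the library mean, with starting fluorescence not abnormally high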;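 further: negative B-score means reduced calcium response which marks RGS4 activation or potentiation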
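test system = HEK293 cells with stable M3R and inducible RGS4 | schedule = recording 10 s baseline at 1 Hz, 100 s post-agonist | technique = Fluo4-AM (2 µM) calcium-flux fluorescence, kinetic read | measure = Agonist-evoked peak-minus-minimum fluorescence over baseline, integrated ratio, B score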
hERG rescue = shields human hERG channel from block by proarrhythmic agents; activation (rescue from dofetilide block), less the hit threshold, % at 10 µM; actives 0.51% (n = 310,000); CHO-hERG, FluxOR thallium flux, dofetilide IC70 present; AID 1511; Q12809;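 active means activation above the mean of controls blocked by dofetilide plus 5 SD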;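 further: thallium influx through hERG after potassium depolarization seen as dye fluorescence rise; in these data hits start at about 4.7%; inactives centre near -7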
KCNQ1 act = human KCNQ1 channel potentiation or activation; P51787; CHO-K1 KCNQ1, thallium flux FluxOR fluorescence; hits give high values; B-score at 10 µM; actives 0.35% (n = 310,000); AID 2648;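 active means fluorescence ratio B-score, a plate-corrected score, at least three library SD, with initial intensity B-score within 5 SD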
Target sequence (P51787 whole entry, looked up): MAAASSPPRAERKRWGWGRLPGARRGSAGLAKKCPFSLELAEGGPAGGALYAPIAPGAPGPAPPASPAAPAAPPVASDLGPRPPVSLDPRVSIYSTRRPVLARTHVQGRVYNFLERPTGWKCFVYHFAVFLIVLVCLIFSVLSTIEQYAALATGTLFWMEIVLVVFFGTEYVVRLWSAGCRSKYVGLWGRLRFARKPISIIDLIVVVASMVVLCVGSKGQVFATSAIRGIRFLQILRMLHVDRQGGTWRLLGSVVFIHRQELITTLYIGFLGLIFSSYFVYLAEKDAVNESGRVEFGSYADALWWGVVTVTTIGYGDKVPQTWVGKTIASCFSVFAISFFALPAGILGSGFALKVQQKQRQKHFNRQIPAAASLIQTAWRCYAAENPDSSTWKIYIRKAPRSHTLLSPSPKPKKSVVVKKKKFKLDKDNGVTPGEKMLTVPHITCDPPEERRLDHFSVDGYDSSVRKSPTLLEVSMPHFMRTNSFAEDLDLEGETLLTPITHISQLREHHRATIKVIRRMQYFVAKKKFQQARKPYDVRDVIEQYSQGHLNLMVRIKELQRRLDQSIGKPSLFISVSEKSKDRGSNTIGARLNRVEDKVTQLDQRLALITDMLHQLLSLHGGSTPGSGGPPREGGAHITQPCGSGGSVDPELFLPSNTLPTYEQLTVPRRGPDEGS
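Medium – assay buffer, equal DMSO in all wells · Material – CHO-K1 cell line with stable KCNQ1 potassium channel expression · Signal – kinetic FluxOR thallium fluorescence, 10-s 1-Hz baseline, 110-s post-stimulus read · Compound – single concentration per compound, DMSO matched to controls · Schedule – 37 °C overnight plating, 90-min dark dye load, 20-min compound pretreatment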
GSK3 alpha inh = inhibitors of human GSK-3 alpha kinase; P49840; ADP-Glo luminescence, 60 min; inhibition, % at 10 µM; actives 0.1% (n = 320,000); AID 2650;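 in the data active means inhibition above about 50%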;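 further: GST-tagged GSK-3 alpha with peptide substrate and 25 µM ATP; 0% = DMSO neutral wells and 100% = GW8510 positive control wells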
KCNK9 block = blocks the human KCNK9 two-pore domain potassium channel | actives 1.2% (n = 310,000) | Q9NPC2 | HEK293 KCNK9, FluxOR thallium flux fluorescence; hits give low values | AID 488922 | B-score at 10 µM;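 active means ratio B-score over 3 SD below the library mean, with starting fluorescence within 5 SD of its mean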;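 further: negative B-score means less thallium flux so channel inhibition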
Target sequence (Q9NPC2 whole entry, looked up, the tested form may be a part): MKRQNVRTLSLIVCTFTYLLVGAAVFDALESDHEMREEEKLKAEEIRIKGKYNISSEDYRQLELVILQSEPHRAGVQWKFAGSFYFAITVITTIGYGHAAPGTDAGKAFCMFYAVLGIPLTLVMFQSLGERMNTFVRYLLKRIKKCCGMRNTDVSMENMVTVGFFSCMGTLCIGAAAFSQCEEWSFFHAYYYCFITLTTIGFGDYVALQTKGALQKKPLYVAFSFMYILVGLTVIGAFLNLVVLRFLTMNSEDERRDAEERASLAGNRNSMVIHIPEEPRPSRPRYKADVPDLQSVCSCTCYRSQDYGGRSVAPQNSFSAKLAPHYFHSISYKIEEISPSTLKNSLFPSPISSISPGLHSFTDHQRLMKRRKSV
GSK3beta inhib = blocks human GSK3beta kinase activity; actives 0.038% (n = 300,000); GST-GSK3beta kinase, ADP-Glo luminescence, 60 min; hits give low values; P49841; activity score (negative = inhibition), % at 10 µM;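 active means more than half of replicate wells score below -50%, meaning over 50% inhibition versus plate controls; inconclusive means some replicates but at most half score below -50%; inactive means no replicate scores below -50%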;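 further: 0% = median DMSO wells and -100% = median GW8510 positive control wells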
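Test system: GST-tagged human GSK3beta kinase, cell-free; evaluation: activity score scaled between in-plate DMSO and GW8510 controls; measured by: ADP-Glo luminescence; incubation: 60 min reaction, RT; benchmarks: DMSO and 20 µM GW8510; reagent: peptide substrate plus 25 µM ATP (final); medium: Tris/MgCl2 kinase buffer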
PolyA inhibitor = blocks polyadenylation in yeast reporter cells | S. cerevisiae SKY197-pL101 polyadenylation reporter, beta-gal luminescence; efflux-impaired pdr1/pdr3 knockout yeast; score 100 = 6 SD above DMSO | calls only at 12 µM | actives 0.02% (n = 300,000);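 active means lowest replicate activity score at least 50, where 100 means six control SD above control mean; inconclusive means lowest score under 50 but half or more replicates reach 50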;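 further: yeast exposed to compound for 9 h at 30 °C; higher score means more reporter readthrough which indicates perturbed polyadenylation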
HDAC3 inh = blocks human histone deacetylase 3; O15379; recombinant HDAC3, fluorogenic peptide/trypsin coupled, fluorescence; inhibition, % at 8.3 µM; actives 0.15% (n = 320,000); AID 2718; in the data active means inhibition above about 26%, passing the limit was not always enough; inconclusive means no clear call, values can overlap the other calls
KCNQ1 inh = inhibitors of human KCNQ1 potassium channel | P51787 | CHO-K1 KCNQ1, FluxOR thallium flux fluorescence; hits give high values | B-score at 10 µM | actives 1.3% (n = 310,000);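 active means compounds whose thallium flux B-score, printed positive for inhibition, exceeds three library SD while starting fluorescence stays within three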;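 further: channel opened by potassium depolarization with thallium stimulus after 20 min compound exposure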
The depositor's hits bear a star; i = inactive; ? = inconclusive; . = not tested or not shown.

Screens in order: DYRK1A inh, KCNK3 inh, RGS4 act, hERG rescue, KCNQ1 act, GSK3 alpha inh, KCNK9 block, GSK3beta inhib, PolyA inhibitor, HDAC3 inh, KCNQ1 inh
O=C(NCCNc1ccc([N+](=O)[O-])cc1)c1ccco1
    -2, i, i, 1, i, 0, i, -9, i, 17, i
COc1ccc2[nH]c(=O)c(CN(CC3CCCO3)S(=O)(=O)c3ccccc3)cc2c1 (stereo unspecified)
    -1, i, i, -14, i, 3, i, 1, i, -3, i
Cc1cccc(C(=O)Nc2ccc(C(=O)N3CCCCC3C)cc2)c1 (stereo unspecified)
    8, i, i, -9, i, -1, -7.6*, 5, i, -1, i
Cc1ccc(C)c(NC(=O)CN(C)C(=O)Cc2coc3cc(C)c(C)cc23)c1
    9, i, i, -8, i, -4, i, 2, i, 0, i
CC(C)(C)C1CCc2c(sc(NC(=O)C3CCCO3)c2C(N)=O)C1 (stereo unspecified)
    1, i, i, -8, i, -4, i, -1, ., 18, i
NC(N)=NN=C1CCCCCCCCCCC1
    ., i, i, -26, i, 10, i, -6, i, 3, 7*
Cc1cccn2c(CN(C)CCC3CCCCO3)c(C(=O)N3CCCCC3)nc12 (stereo unspecified)
    1, i, i, -8, i, -1, i, -5, i, 10, i
COc1ccc(CCNC(=O)CSc2nncn2N)cc1OC
    -3, i, i, -2, i, -3, i, 2, i, 1, i
Cc1ccc(C(=O)C(NC(=O)c2ccco2)N2CCOCC2)cc1 (stereo unspecified)
    -7, i, i, 4, i, -1, i, 1, i, 0, i
Cc1ccc(C)c(NC(=O)CN(C)C(=O)c2ccc(-c3cccc(C(F)(F)F)c3)o2)c1
    3, i, i, -16, i, 0, i, 0, i, 0, i
O=C(NC(CO)c1ccccc1)c1ccco1 (stereo unspecified)
    -6, i, i, -3, i, -2, i, 0, i, -5, i
CC1(C)Cc2ccccc2C(NNC(=O)c2cccnc2)=N1
    -3, i, i, -1, i, 0, i, 5, i, 5, i
COCCc1ncc(CN2CCC(C(=O)Nc3ccc(-n4cccn4)cc3)CC2)cn1
    -7, i, i, -5, i, -2, i, 4, i, -1, i
COCCn1nnnc1CN1CCC(NC(=O)Nc2cccc(OC)c2)CC1
    -4, i, i, 2, i, -1, i, -2, i, 2, i
CCCCN(Cc1ccccc1)S(=O)(=O)c1ccc2c(c1)n(C)c(=O)c(=O)n2C
    -2, i, i, -9, i, -1, i, 1, i, 6, i
CCN(CC)CC#CCC(C)(c1ccccc1)c1ccccc1
    6, i, i, -8, i, -1, i, 1, i, 0, i
O=[N+]([O-])c1ccc(S(=O)(=O)N(CC(O)CN2CCCCC2)c2ccccc2)cc1 (stereo unspecified)
    -3, i, i, -7, i, -1, i, 6, i, 8, i
CC(C)COc1ccc(C(=O)OC2CC(C)(C)OCC2CN(C)C)cc1 (stereo unspecified)
    12, i, i, -2, i, ., i, -2, i, ., i
CC1CCCCC12NC(=O)N(Cc1cc(=O)n3ccsc3n1)C2=O (stereo unspecified)
    9, i, i, -9, i, 3, i, 0, i, -1, i
COc1cc(/C=C2/NC(=O)N(Cc3ccccc3F)C2=O)ccc1Oc1ccc([N+](=O)[O-])cn1
    -3, i, i, -4, i, -5, i, 1, i, ., i
Cc1ccc(NC(=O)C(OC(=O)c2ccc(C=O)cc2)c2ccccc2)cc1Cl (stereo unspecified)
    -1, i, i, -4, i, -4, i, -1, i, ?, i
COc1cccc(CN2CCNC(=O)C2CC(=O)NC2CCCCC2)c1OC (stereo unspecified)
    ., i, i, -8, i, ., i, 1, i, ., i
COc1ccc(C(CNC(=O)COc2ccccc2)N2CCOCC2)cc1 (stereo unspecified)
    -5, i, i, -10, i, -3, i, 1, i, -5, i
CSCC[C@H](NC(=O)OC(C)(C)C)c1nnc(SCC=C(C)C)o1
    0, i, i, -5, i, -1, i, 1, i, 1, i
CCCc1nn(-c2cc(Cl)ccc2OC)c2c1C(=O)CCC2
    -1, i, i, -6, i, -3, i, 1, i, 1, i
O=c1c2c3c(sc2nc2n1CCCS2)CCCC3
    -3, i, i, -8, i, 0, i, 0, i, 0, i
COc1ccc(C(C)NC(=O)c2ccoc2C)cc1OC (stereo unspecified)
    2, i, i, -4, i, -7, i, -1, i, 3, i
CC(=O)N1CCOc2ccc(S(=O)(=O)NCc3ccc(C)cc3)cc21
    ., i, i, -12, i, -3, i, 1, i, 5, i
COc1cccc(NC(=O)CSc2nnc(CNC(=O)c3ccccc3F)o2)c1
    -4, i, i, -10, i, -1, i, ., i, -5, i
O=C(NCCSc1ccccn1)c1ccc(Cl)cc1
    2, i, i, -5, i, -1, i, 1, i, 0, i
COC(=O)NNC(=O)c1ccc(C(C)(C)C)cc1
    -5, i, i, -5, i, 0, i, 3, i, -6, i
Cc1[nH]c2ccccc2c1SCc1ccccc1
    0, i, i, -20, i, -1, i, -2, i, ., i
Cn1c(N)c(C(=O)COC(=O)C2=NNC(=O)CC2)c(=O)n(C)c1=O
    -11, i, i, -7, i, 2, i, 0, i, ., i
Cc1nc2ncnn2c(C)c1CCC(=O)N1CCc2ccccc2C1
    6, i, i, -5, i, 0, i, 1, i, 1, i
Cc1nc(N2CCN(C)CC2)c2cc(-c3ccccc3)sc2n1
    6, i, i, -7, i, -1, i, ., i, 12, i
O=C(CN(Cc1ccccc1)C(=O)CNS(=O)(=O)c1ccccc1)NCC1CCCO1 (stereo unspecified)
    2, i, i, -5, i, -2, i, 4, i, 0, i
Nc1nc2nc(-c3ccccc3)cc(=O)n2[nH]1
    15, i, i, -6, i, -5, i, 0, i, -6, i
COc1ccc2sc(NC(=O)NC(=O)c3c(Cl)cccc3Cl)nc2c1
    1, i, i, -4, i, -2, i, 0, i, -2, i
CC(C)Oc1ccc(CC(=O)NNC(=S)Nc2ccccc2)cc1
    ., i, i, -16, i, -2, i, -1, i, -2, i
O=C(CN1C(=O)c2ccccc2C1=O)N(CCO)Cc1ccccc1
    4, i, i, -6, i, 1, i, -2, i, 5, i
COC(=O)C1=C(C)N(CCCC(=O)O)C(=O)NC1c1ccccc1OS(=O)(=O)c1ccccc1[N+](=O)[O-] (stereo unspecified)
    3, i, i, -5, i, ., i, 2, i, -1, i
COc1ccc(C(=O)C2CCCN(C(=O)Cn3ccc(C)n3)C2)cc1OC (stereo unspecified)
    -1, i, i, -10, i, -2, i, 0, i, 2, i
CSCCCNC(=S)N1CCN(c2ccc(C(C)=O)cc2)CC1
    5, i, i, -7, i, 0, i, -2, i, -5, i
COC(=O)C1=C(C)NC(C)=C(C(=O)OC)C1c1ccc(OC(=O)c2ccco2)cc1
    -2, i, i, -9, i, 0, i, 2, i, -8, i
O=C(NCc1ccco1)c1sc2ccccc2c1Cl
    56*, i, i, -10, i, 2, i, -2, i, 13, i
Cc1cc(CC(C)C)n(-c2nc3ccccc3c(=O)n2OCC(=O)N(C)C)n1
    4, i, i, -4, i, -4, i, 5, ., 0, i
Cc1ccc(S(=O)(=O)Nc2c(O)c3ccccc3oc2=O)cc1
    -4, i, i, -4, i, 7, i, 1, i, 7, i
CC(C)(C)C(=O)Nc1cc(S(=O)(=O)N2CCCCC2)ccc1N1CCCCC1
    4, i, i, -9, i, 0, i, -3, i, 7, i
CS(=O)(=O)O/N=C1\CCCCC1c1ccc([N+](=O)[O-])cc1[N+](=O)[O-] (stereo unspecified)
    -1, i, i, -6, i, 0, i, -1, i, -2, i
CNC(=O)Cn1nc(-c2ccc(Cl)cc2)c2ccccc2c1=O
    -6, i, i, -2, i, 2, i, 1, i, -2, i
C=CCOc1ccc(/C=C2\SC(=S)N(CCC(=O)O)C2=O)cc1
    1, i, i, -8, i, -2, i, 3, i, 6, i
COc1ccccc1NC(=O)CCNS(=O)(=O)c1ccc2c(c1)CCN2C(C)=O
    -7, i, i, -6, i, -1, i, 7, i, -5, i
COc1ccc(CCn2nnnc2C(c2ccc(Cl)cc2)N2CCN(C)CC2)cc1OC (stereo unspecified)
    -2, i, i, -4, i, 0, i, 1, i, 7, i
CC(C)C(O)P(=O)(OCc1ccccc1)c1ccc(N(C)C)cc1 (stereo unspecified)
    -2, i, i, -9, i, -2, i, 4, i, 4, i
O=C(O)CN1C(c2ccccc2)=Nc2ccc(Br)cc2C1c1ccccc1 (stereo unspecified)
    -3, i, i, -4, i, -4, i, 6, i, 6, i
CC(=O)NCCc1nc2cc(NC(=O)c3ccc([N+](=O)[O-])cc3)ccc2n1C
    4, i, i, -9, i, -1, i, -2, i, -1, i
Cc1nc(-c2cccc(NC(=O)c3ccc(Br)o3)c2)cs1
    9, i, i, -28, i, ., i, 3, ., 18, i
CCc1[nH]c(C)c(C(C)=O)c1C
    -32, i, i, -15, i, -1, i, 2, i, -2, i
Cc1ccc(CC(=O)NCCS(=O)c2ccc(Cl)cc2)cc1 (stereo unspecified)
    -7, i, i, -1, i, -2, i, 2, i, 3, i
O=C(CN1C(=O)COc2ccccc21)NCCCN1CCCC1
    -4, i, i, -4, i, -10, i, -16, i, 2, i

Next structures.
Screens in order: DYRK1A inh, KCNK3 inh, RGS4 act, hERG rescue, KCNQ1 act, GSK3 alpha inh, KCNK9 block, GSK3beta inhib, PolyA inhibitor, HDAC3 inh, KCNQ1 inh
Cc1ccc(NC(=S)NCc2ccc(Cl)cc2)c(C)c1
    ., i, i, 2, i, ., i, -5, i, -8, i
CCC(CC)Nc1ccc(C(CC(N)=O)NC(=O)Cc2cccc3ccccc23)cc1[N+](=O)[O-] (stereo unspecified)
    1, i, i, -9, i, -2, i, 0, i, 2, i
OCc1nnn(-c2ccccc2)c1CO
    0, i, i, -8, i, -4, i, -2, i, 8, i
Cc1cccc(OCC(=O)N2CCN(C(=O)Cc3ccccc3)CC2)c1
    -3, i, i, -4, i, -4, i, 2, i, -1, i
COc1cccc(CN(C(=O)/C=C/c2ccc(Cl)cc2)C2CCS(=O)(=O)C2)c1 (stereo unspecified)
    -2, i, i, -9, i, 1, i, -1, i, -1, i
Cc1c(NC(=S)NC(=O)c2cc3ccccc3o2)cccc1C(=O)O
    -2, i, i, -12, i, -3, i, 0, i, 0, i

An excerpt; count on the stated rates, not on these rows.
